Bioassay records as filed in PubChem BioAssay.
MsrA inhibitor = bovine MsrA inhibition. purified bovine MsrA, absorbance read-out. inhibition, % at 15.5 µM. actives 0.75% (n = 360,000); in the data active = inhibition above about 4.5%;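 also: 0% = vehicle wells with enzyme and 100% = reference inhibitor wells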
MsrA act = activators of bovine methionine sulfoxide reductase A; purified bovine MsrA, absorbance read-out; activation, % at 10.6 µM; actives 0.3% (n = 360,000); in the data active = activation above about 7.5%;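 also: 0% = vehicle and 100% = reference activator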
eLon inh = inhibits E. coli Lon protease; P0A9M0; purified E. coli Lon protease, fluorescence polarization; inhibition, % at 7.94 µM; actives 0.42% (n = 360,000); in the data active = inhibition above about 13%, passing the limit was not always enough;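 also: 0% = enzyme with probe and DMSO and 100% = no enzyme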
TbMetRS inhib = Trypanosoma brucei MetRS inhibition. purified T. brucei MetRS, ATP depletion, Kinase-Glo luminescence. inhibition, % at 11.9 µM. actives 0.4% (n = 360,000);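 active = inhibition above a per-plate cutoff of the control wells' mean inhibition plus 3 SD, cut at about 5.5% in these data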;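 also: 0% = DMSO wells median and 100% = median of wells with control inhibitor compound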
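technique = Kinase-Glo luminescence, ATP depletion format | system = purified MetRS (methionyl-tRNA synthetase) enzyme from Trypanosoma brucei | timing = 15 min preincubation, 2 h reaction, all 25 °C | evaluation = percent inhibition versus plate control medians | dosing = single dose, 11.9 µM final nominal, 0.9% final DMSO | also added = substrates ATP, L-methionine and bulk Escherichia coli tRNA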
Neddylation inh = inhibitors of human cullin neddylation. actives 0.58% (n = 360,000). AID 651699. P61081+Q13564. calls only at 25 µM. TR-FRET cullin neddylation, biochemical; in the data active = inhibition above about 36%
FAS TE block = blocks the thioesterase domain of human fatty acid synthase; actives 0.67% (n = 360,000); recombinant FAS-TE, OMFH fluorogenic substrate, fluorescence endpoint; inhibition, % at 15 µM; AID 602261;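 active = compounds whose normalised, plate-corrected inhibition of enzyme fluorescence in the single-dose primary screen is 50% or more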;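 also: 0% = DMSO with enzyme and 100% = substrate without enzyme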
MLLE-PAM2 inh = blocks PAM2 peptide binding to the PABP1 MLLE domain; inhibition, % at 20 µM; P11940; GST-MLLE / FITC-PAM2 fluorescence polarization; actives 0.36% (n = 360,000); in the data active = inhibition above about 35%, passing the limit was not always enough;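 also: plate controls were DMSO wells with GST-MLLE for no effect and wells lacking GST-MLLE protein for full effect; some results filed as inactive read as strong as hits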
CSN inh = blocks human CSN-mediated cullin deneddylation; actives 0.38% (n = 360,000); AID 651999; Purified CSN, SCF-Nedd8-OG deneddylation, fluorescence polarization; inhibition, % at 12.5 µM;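 active = pattern-corrected inhibition above about 35%, with an unprinted fluorescence ratio check between 0.5 and 1.5, limit read from the data, passing the limit was not always enough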;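 also: 0% = enzyme with substrate and 100% = substrate without enzyme; some results filed as inactive read as strong as hits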
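Test system: Human Csn5 produced in HEK293T cells | Compound: 12.5 µM single point | Times: 90 min, room temperature | Signal: Fluorescence polarization readout | Read-out basis: % inhibition of substrate cleavage by Csn5 | Controls: no-enzyme wells high, enzyme-with-substrate wells low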
Rin1 Abl inh = inhibitors of human Rin1-Abl protein interaction. P00519+Q13671. TR-FRET Rin1/Abl binding, biochemical. inhibition, % at 7.35 µM. actives 0.4% (n = 360,000). AID 588664; in the data active = inhibition above about 5%, passing the limit was not always enough
* hit, by the source's call; i = inactive; . = not tested or not shown.

1: COc1ccc(C(=O)Nc2cccc(C(=O)N3CCN(C)CC3)c2)cc1
2: COc1ccc(C(=O)N(C)C2CCCCC2)cc1S(=O)(=O)N1CCOCC1
3: O=C(NCN1CCCCC1)c1cccnc1
4: O=C(NCCCN1CCN(Cc2ccccc2)CC1)C1CCN(S(=O)(=O)N2CCC3(CC2)OCCO3)CC1
5: CCn1c(CSc2ncn[nH]2)nc2cc(C(=O)O)ccc21
Compound,1,2,3,4,5
MsrA inhibitor,1.3,-0.3,-0.3,-1.2,-0.6
MsrA act,-3,-1,-3,-4,-1
eLon inh,-5,3,-9,-7,6
TbMetRS inhib,-0.9,-0.5,0.1,0.1,-0.7
Neddylation inh,i,i,i,i,i
FAS TE block,-4,-8,-9,-5,-5
MLLE-PAM2 inh,1,8,-5,-1,3
CSN inh,2,1,3,1,-1
Rin1 Abl inh,-2,2,2,2,2

6: CCN(CC)CCNC(=O)C(Oc1ccccc1)Oc1ccccc1
7: CCCCNC(=O)C1(C)CCCCCN1Cc1cccc2c(OC)cc(C(=O)OCC)cc12 (configuration not stated)
8: COCc1nnc(NC(=O)CS(=O)(=O)c2ccc(C)cc2)s1
9: COCC1CCCCN1C(=O)C1CCN(c2nc(-c3ccccc3)nc3c2CCC3)CC1 (configuration not stated)
10: Cc1cccc(C2c3[nH]c4ccccc4c3CCN2C(=O)c2cc(C(C)C)nc(N)n2)n1 (configuration not stated)
Compound,6,7,8,9,10
MsrA inhibitor,0.3,1.7,-1.0,-1.1,-0.1
MsrA act,2,-2,-1,-1,2
eLon inh,3,8,0,-9,4
TbMetRS inhib,-0.8,0.0,0.4,0.2,-0.5
Neddylation inh,i,i,i,i,i
FAS TE block,-5,22,-2,6,7
MLLE-PAM2 inh,-1,7,6,1,9
CSN inh,-3,1,0,1,2
Rin1 Abl inh,0,6.9*,2,-3,3

3 structures already listed, sorted by length of the SMILES, ascending:
6: CCN(CC)CCNC(=O)C(Oc1ccccc1)Oc1ccccc1
9: COCC1CCCCN1C(=O)C1CCN(c2nc(-c3ccccc3)nc3c2CCC3)CC1 (configuration not stated)
7: CCCCNC(=O)C1(C)CCCCCN1Cc1cccc2c(OC)cc(C(=O)OCC)cc12 (configuration not stated)
Compound,6,9,7
MsrA inhibitor,0.3,-1.1,1.7
MsrA act,2,-1,-2
eLon inh,3,-9,8
TbMetRS inhib,-0.8,0.2,0.0
Neddylation inh,i,i,i
FAS TE block,-5,6,22
MLLE-PAM2 inh,-1,1,7
CSN inh,-3,1,1
Rin1 Abl inh,0,-3,6.9*

Next compounds follow:
11: O=C(c1ccccc1)N1CCN(c2nc3ccc([N+](=O)[O-])cc3s2)CC1
12: COc1ccccc1N(CC(=O)Nc1ccc(C)cc1Cl)S(=O)(=O)c1cccs1
13: CCCNC(=O)C(Cc1ccccc1)NC(=O)c1ccccc1 (configuration not stated)
14: COc1cccc(C(=O)NCC(=O)NCc2cc(=O)n(C)c(=O)n2C)c1OC
15: COc1ccc(/C=C/C(=O)Oc2ccc(/C=N/NC(=O)c3ccccc3)cc2)cc1OC
Compound,11,12,13,14,15
MsrA inhibitor,1.5,0.1,1.2,0.0,-1.2
MsrA act,-4,6,4,-3,-5
eLon inh,7,0,-7,-9,-7
TbMetRS inhib,-0.3,-0.3,-0.2,-0.8,-0.7
Neddylation inh,i,i,i,i,i
FAS TE block,7,24,-4,-7,-10
MLLE-PAM2 inh,-5,4,3,-9,0
CSN inh,7,-1,2,-5,0
Rin1 Abl inh,-2,-1,4,2,-1

16: O=C(NCc1nc2ccccc2[nH]1)C1=C[C@H](c2coc3ccccc3c2=O)C[C@H](OCCCCO)O1
17: CC(=O)Nc1ccc(SCC(=O)c2ccc(Br)s2)cc1
18: CC(=O)c1ccc(CC2SC(N)=NC2=O)cc1 (configuration not stated)
19: CCOC(=O)COc1cc(OCC(=O)OCC)c2c(=O)cc(-c3ccccc3)oc2c1
20: Cc1ccc(OCCNC(=O)CNC(=O)c2ccc(C)c(C)c2)cc1
Compound,16,17,18,19,20
MsrA inhibitor,-0.6,0.1,-0.1,1.7,-0.3
MsrA act,-7,-5,-3,-4,0
eLon inh,-2,10,-2,5,0
TbMetRS inhib,17*,-0.6,0.2,0.1,-0.4
Neddylation inh,i,i,i,.,i
FAS TE block,-6,4,-4,0,-2
MLLE-PAM2 inh,-5,3,-7,7,-1
CSN inh,-3,12,-3,2,-3
Rin1 Abl inh,2,-7,-1,-3,0

21: CCOC(=O)c1c(C)[nH]c2c1cc(O)c1ccccc12
22: CC(=O)C(CC(=O)N1CCCC1)C(=O)Nc1ccc(Cl)cc1 (configuration not stated)
23: COC(=O)c1cc(=O)n(Cc2ccc3c(c2)OCO3)c(=Nc2ccccc2)s1
24: N/C(=N\OC(=O)c1cc(-c2ccccc2)nc2ccccc12)c1ccccn1
25: COCCCn1c(-c2ccccc2Cl)n[nH]c1=S
Compound,21,22,23,24,25
MsrA inhibitor,0.0,0.8,-0.3,0.8,0.3
MsrA act,-3,-2,-1,-4,-2
eLon inh,-5,1,-9,1,-5
TbMetRS inhib,-0.6,-0.2,-0.2,-0.9,-0.4
Neddylation inh,i,i,i,i,i
FAS TE block,4,-6,5,26,-8
MLLE-PAM2 inh,4,13,-4,-1,-6
CSN inh,3,3,-1,-3,8
Rin1 Abl inh,2,-1,-2,1,3

26: COc1cccc(-n2c(SCC(N)=O)nnc2-c2ccncc2)c1
27: COC1=CC(=O)c2nc(Cl)ccc2C1=O
28: CCOC(=O)c1ccc(NC(=S)Nc2cccc(C)n2)cc1
29: FC(F)(F)c1ccc(CN2C[C@@H]3C(c4ccc(Cl)nc4)C4(c5ccccc5)CC3(C4)[C@H]2c2ccccc2)cc1 (some centres not stated)
30: Cc1cc2cc(OCC(=O)O)ccc2n1C
Compound,26,27,28,29,30
MsrA inhibitor,-1.9,0.3,0.5,-0.4,-0.7
MsrA act,-3,12*,-3,-2,-3
eLon inh,-3,10,3,2,14
TbMetRS inhib,-0.2,3.9,-0.6,-0.2,0.1
Neddylation inh,i,i,i,i,i
FAS TE block,-8,-27,-6,29,-6
MLLE-PAM2 inh,-3,9,30,-5,13
CSN inh,5,22,3,-2,-3
Rin1 Abl inh,0,13,1,1,-6

31: O=C(Cn1ccc(C(F)(F)F)n1)NNC(=O)c1ccco1
32: Cc1c(C#N)c(N)nc2c3c(sc12)NC(=O)CC3c1ccc(Cl)cc1 (configuration not stated)
33: COc1cc(C2/C(=C(/O)c3ccc(F)cc3)C(=O)C(=O)N2CCCC(=O)O)ccc1O (configuration not stated)
34: NC(=O)c1ccc(NC(=O)CCCN2C(=O)c3ccccc3C2=O)cc1
35: C=C(C)COc1ccc(-c2ncncc2Oc2ccc(OC)cc2)c(O)c1
Compound,31,32,33,34,35
MsrA inhibitor,-1.4,0.8,0.5,-0.5,2.1
MsrA act,-5,-2,-4,2,-5
eLon inh,-5,-5,-4,6,-1
TbMetRS inhib,-0.3,-0.1,-0.3,-0.2,-0.8
Neddylation inh,i,i,i,i,i
FAS TE block,-7,-1,-5,-8,-17
MLLE-PAM2 inh,-2,5,5,5,2
CSN inh,1,-15,-5,-2,-1
Rin1 Abl inh,0,-7,4,0,0

36: Cc1cc(C)c(C)c(S(=O)(=O)Nc2cccc(-n3cnnn3)c2)c1C
37: O=C1C=C(N(CCO)CCO)C2(CCCCC2)O1
38: C/C(=N\N=C1\NC(=O)C(CC(=O)Nc2ccc(C)c(Cl)c2)S1)C(C)(C)C (configuration not stated)
39: COc1ccc(/C(N)=N/OC(=O)c2cccc([N+](=O)[O-])c2)cc1OC
40: O=C(O)C1=NOC(CNc2ncc(C(F)(F)F)cc2Cl)C1 (configuration not stated)
Compound,36,37,38,39,40
MsrA inhibitor,-0.7,-0.2,1.8,-0.9,-0.1
MsrA act,-1,-4,-2,-1,-3
eLon inh,-2,0,5,-4,-7
TbMetRS inhib,7.3*,-0.1,-0.6,-0.9,-0.3
Neddylation inh,i,i,i,i,i
FAS TE block,21,-7,33,3,-10
MLLE-PAM2 inh,5,-3,-5,2,-16
CSN inh,2,0,2,6,-1
Rin1 Abl inh,0,-2,-2,0,-1

Grouped by structure: the entries above containing an aryl thioether with sulfur outside any ring (three)
5: CCn1c(CSc2ncn[nH]2)nc2cc(C(=O)O)ccc21
17: CC(=O)Nc1ccc(SCC(=O)c2ccc(Br)s2)cc1
26: COc1cccc(-n2c(SCC(N)=O)nnc2-c2ccncc2)c1
Compound,5,17,26
MsrA inhibitor,-0.6,0.1,-1.9
MsrA act,-1,-5,-3
eLon inh,6,10,-3
TbMetRS inhib,-0.7,-0.6,-0.2
Neddylation inh,i,i,i
FAS TE block,-5,4,-8
MLLE-PAM2 inh,3,3,-3
CSN inh,-1,12,5
Rin1 Abl inh,2,-7,0

Next section.
41: COc1cc2c(cc1OC)C(=O)CC(C)S2 (configuration not stated)
42: COc1ccccc1OCC(=O)Nc1ccccn1
43: Cc1cc(C)n(C(=O)Cn2nc(C)c(Br)c2C)n1
44: O=C(CSc1nncn1-c1cccnc1)N1CCOCC1
45: Cc1occc1C(=O)Nc1nnc(C2CCCCC2)s1
Compound,41,42,43,44,45
MsrA inhibitor,0.5,-0.5,-0.8,1.0,-1.8
MsrA act,-5,-5,-1,-4,-1
eLon inh,12,-8,1,6,1
TbMetRS inhib,-0.5,-1.6,-0.5,-0.1,-0.5
Neddylation inh,.,i,i,i,i
FAS TE block,-5,-9,-2,4,-4
MLLE-PAM2 inh,-5,18,-8,0,-4
CSN inh,0,1,-3,-8,-4
Rin1 Abl inh,3,-1,3,-2,-3

46: COC(=O)CSc1nc(N)c(NC(=O)c2ccc(OC)c(OC)c2)c(=O)[nH]1
47: CCCCN1C(=O)c2ccc(C(=O)N(C)CC(=O)Nc3ccc(OCC)c(OCC)c3)cc2C1=O
48: Cc1ccc(S(=O)(=O)/N=C2\C(=O)c3ccccc3C([O-])=C2n2cc[n+](CCC(C)C)c2)cc1
49: CN1C(=O)C(=O)/C(=C(/O)c2ccc(Br)cc2)C1c1cccc([N+](=O)[O-])c1 (configuration not stated)
50: COc1ccc(NS(=O)(=O)c2cc(NC(=O)c3ccc(=O)[nH]c3)ccc2N2CCCC2)cc1
Compound,46,47,48,49,50
MsrA inhibitor,-0.7,-0.7,.,2.6,0.5
MsrA act,-3,-3,-1,0,-3
eLon inh,1,-3,5,3,-15
TbMetRS inhib,-0.8,-0.1,-0.4,0.5,-0.3
Neddylation inh,i,i,i,i,i
FAS TE block,-8,-2,3,4,4
MLLE-PAM2 inh,16,-19,13,10,-11
CSN inh,2,0,4,2,1
Rin1 Abl inh,-5,-3,-8,0,1

51: O=[N+]([O-])c1cccc(S(=O)(=O)Nc2ccc(S(=O)(=O)N3CCCC3)cc2)c1
52: COc1ccc(C2=NOC(C(=O)N3CCCCCC3)C2)cc1OC (configuration not stated)
53: O=C(c1ccc(F)cc1)N1CCN=C1c1ccccc1
54: CC[N+](CC)(CCCCS(=O)(=O)[O-])CCNP1(=O)C=C(c2ccccc2)OC(c2ccccc2)=C1
Compound,51,52,53,54
MsrA inhibitor,-0.8,.,0.9,1.5
MsrA act,-2,-2,0,-2
eLon inh,6,4,-16,-5
TbMetRS inhib,0.2,-0.3,-0.5,-0.3
Neddylation inh,i,i,i,i
FAS TE block,-1,-6,-6,-3
MLLE-PAM2 inh,-2,3,-4,0
CSN inh,-1,1,0,0
Rin1 Abl inh,2,1,-1,2

Hits appear at their usual frequency, and some 4% of all compounds hit somewhere here.
